# HT1080NT lethal – kills 2HG-producing HT-1080-NT fibrosarcoma cells; AID 686970; HT-1080-NT fibrosarcoma viability, CellTiter-Glo ATP luminescence, 48 h; actives 1.6% (n = 360,000); Potency, µM (series often up to 46.1 µM), without a hit: at the highest dose activity, negative = less viability, actives largely listed as cytotoxic;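 further: NT is the 2HG producing partner of a matched IDH1 knockdown line; potency means the concentration at half of the fitted maximal effect; 0% = DMSO-treated cells and -100% = media-only wells without cells; nearly all actives have a fitted effect of over 55% in size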
#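 Read-out is CellTiter-Glo luminescence after 10 minutes at room temperature, following 48 hours' compound treatment of HT-1080-NT cells (750 cells/well, RPMI, 5% FBS, 37 degrees C).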
# ATXN2 expr inh – reduces ATXN2 reporter expression in HEK-293 cells; HEK-293 ATXN2-luciferase reporter, luminescence, 24 h; actives 0.72% (n = 360,000); Potency, µM (top dose mostly 57 µM), for inactives: at the highest dose activity change, negative = inhibition, hits mostly inhibitors; further: potency means the concentration at half of the fitted maximal effect; on the % scale 0 is the no-effect control and ±100 the full control effect; nearly all actives have a fitted effect of over 55% in size
#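 qHTS (up to 57 uM final) was run with 24 h compound exposure of reporter cells at 37 °C. Each well was multiplexed: SteadyGlo luminescence measured ATXN2-luciferase expression after a fluorogenic Gly-Phe-AFC viability readout (25 uM final).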
# MCF10A rerep – induces DNA re-replication in MCF 10a normal breast cells; MCF 10A DNA re-replication, Hoechst nuclear intensity, 48 h; Potency, µM (titrated, usually from 46.1 µM), inactives show top-dose activity, positive = re-replication, actives largely listed as activators; actives 2.9% (n = 350,000); AID 624296; further: potency means the concentration at half of the fitted maximal effect; % of control where 0% means no effect; nearly all actives have a fitted effect of over 50% in size
# IL-1B inflam inh – inflammasome signaling inhibition, IL-1 beta readout; THP-1 LPS/ATP IL-1B secretion, AlphaLISA, 16 h; hits give low values; activity change, % at 57.5 µM; actives 4.7% (n = 360,000); AID 743279; in the data active means activity change below about -50%; inconclusive means mostly about -30% to -49%; further: on the % scale 0 is the no-effect control and ±100 the full control effect
#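 Secreted IL-1B measured by AlphaLISA bead assay after 16 h compound exposure of THP-1 cells; compounds (final up to 57.5 uM) added 1 h before LPS (250 ng/mL) and ATP (1.25 mM) stimulation; lower signal means less secretion.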
# KB-3-1 cytotox – kills parental KB-3-1 adenocarcinoma cells; actives 1.4% (n = 400,000); Potency, µM (titrated, usually from 46.1 µM), for inactives: top-dose activity change, negative = cytotoxic, usual class: cytotoxic; KB-3-1 viability, CellTiter-Glo ATP luminescence, 72 h; AID 1347075; further: potency means the concentration at half of the fitted maximal effect; on the % scale 0 is the no-effect control and ±100 the full control effect; nearly all actives have a fitted effect of over 60% in size
#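 Parental KB-3-1 adenocarcinoma cells in phenol-red-free DMEM with 10% FBS were pin-treated with compounds at several concentrations, incubated 72 h at 37 °C, and viability read by CellTiter-Glo luminescence; concentration-effect curves were fitted after normalization.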
# KB-V1 cytotox – KB-V1 MDR subline cytotoxicity; KB-V1 MDR cells viability, CellTiter-Glo, 72 h; Potency, µM (series often up to 46.1 µM), without a hit: at the top dose activity change, negative = cytotoxicity, usual class: cytotoxic; actives 3.4% (n = 400,000); further: potency means the concentration at half of the fitted maximal effect; on the % scale 0 is the no-effect control and ±100 the full control effect; nearly all actives have a fitted effect of over 60% in size
#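 Drug-selected KB-V1 cells, grown in DMEM lacking phenol red with 10% FBS, receive compound titrations; after three days at 37 degrees C, surviving cell ATP is quantified by CellTiter-Glo luminescence and responses normalized and curve-fitted.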
# S2 tox – reduces viability in counter-screen for ATXN expression inhibitors | S2 cells (HEK-293 line with an ATXN2-luciferase reporter) viability, CellTiter-Fluor protease fluorescence, 24 h | Potency, µM (titrated, usually from 56.7 µM), most hits filed as cytotoxic | actives 0.49% (n = 400,000); further: potency means the concentration at half of the fitted maximal effect; nearly all actives have a fitted effect of over 40% in size
# HT1080 IDH1KD tx – HT-1080 IDH1 knockdown cell toxicity (counter line); Potency, µM (series often up to 46.1 µM), inactives show top-dose activity, negative = toxicity, actives largely listed as cytotoxic; actives 2% (n = 360,000); HT-1080 IDH1 knockdown viability, ATP luminescence, 48 h; AID 686971;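 further: potency means the concentration at half of the fitted maximal effect; 0% = DMSO wells and -100% = cell-free medium wells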
#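 Assay cells: HT-1080 with IDH1 knockdown, 750 per well, RPMI/5% FBS. Exposure: 48 h at 37 °C following 2 h pre-incubation. Read: CellTiter-Glo luminescence; fitted concentration-response, curve class assigned.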
# SW480 rerep – induces DNA re-replication in SW480 colon adenocarcinoma cells. SW480 DNA re-replication, Hoechst DNA content imaging, 48 h. Potency, µM (doses to about 46.1 µM), for the others: at the top dose re-replication activation, usual class: activators. actives 1.8% (n = 340,000). AID 624297; further: potency means the concentration at half of the fitted maximal effect; % of control where 0% means no effect; nearly all actives have a fitted effect of over 55% in size
#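 Image-based read-out: total Hoechst fluorescence of nuclei (405 nm excitation, 500-530 nm emission), with hits raising the fraction of high-intensity nuclei. SW480 colon cells incubated 48 hr with compounds at 37 C.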
# Active calls of the source: *; i = inactive; ? = inconclusive; . = not tested or not shown; & = joins results of further samples; [ ] = another dose, or the depositor's remark. Unless noted, the call rests on the fitted dose curve; in most records, active means well fitted curve in the direction sought with a large enough effect; inconclusive means small, poorly fitted or top-dose-only effect, or another doubt; inactive means no such curve, though single readings can be large; an effect the other way counts as inactive or inconclusive. Compounds were not picked by outcome; overall some 11% were active at least once.
# Fields – HT1080NT lethal	ATXN2 expr inh	MCF10A rerep	IL-1B inflam inh	KB-3-1 cytotox	KB-V1 cytotox	S2 tox	HT1080 IDH1KD tx	SW480 rerep
COC(=O)C1=C(C)N(Cc2ccccc2)C(=NCC(C)C)N[C@H]1c1cccc(C(F)(F)F)c1
    -28%	?	?	?	?	?	?	-23%	1%
COc1ccc(-c2noc(-c3cccnc3)n2)cc1OC
    10%	2%[11.3 µM]	-2%	-6	8%	?	i	6%	-7%
COC(=O)C1C(=O)CC(C)(O)C(C(=O)OC)C1c1ccc2c(c1)OCO2 (stereo not drawn)
    -8%	3%	5%	4	14%	0%	i	2%[9.24 µM]	-5%
Cc1ccc(S(=O)(=O)N2CCC(=O)N(CCOC(=O)Nc3cc(C)cc(C)c3)CC2)cc1
    -6%	-10%	8%	-12	-7%	0%	i	0%	-2%
COc1cc(C)ccc1Oc1ccc([N+](=O)[O-])cc1
    -6%	3%	6%	-14	1%	?	i	-2%	16%
O=C(CSc1nnc(SCc2ccccc2Cl)s1)N/N=C/c1ccc(C(=O)O)cc1
    0%	-19%	-6%	-26	-9%	-5%	i	-4%	-1%
COc1cccc(-c2cc(NC=O)c3ncc(-c4cccc(C(=O)N(C)C)c4)n3c2)c1
    ?	?	.	-12	?	?	?	?	.
CNC(=O)c1nc(C)n(-c2cc(Cl)ccc2Cl)n1
    -7%	-8%	-181%[0.0737 µM]	-20	-5%	27%	i	-2%	?
CCOC(=O)CSC(CC)C(=O)Nc1nnc(C(C)C)s1 (stereo not drawn)
    ?	8%	1%	0	1%	19%	i	12%	-4%
O=C(ON=C1CCSCC1)c1ccccc1
    10%	-4%	0%	-1	16%	10%	i	10%	2%[9.22 µM]

# Two of the compounds above, bar-delimited.
Molecule | HT1080NT lethal | ATXN2 expr inh | MCF10A rerep | IL-1B inflam inh | KB-3-1 cytotox | KB-V1 cytotox | S2 tox | HT1080 IDH1KD tx | SW480 rerep
COc1ccc(-c2noc(-c3cccnc3)n2)cc1OC | 10% | 2%[11.3 µM] | -2% | -6 | 8% | ? | i | 6% | -7%
COC(=O)C1C(=O)CC(C)(O)C(C(=O)OC)C1c1ccc2c(c1)OCO2 (stereo not drawn) | -8% | 3% | 5% | 4 | 14% | 0% | i | 2%[9.24 µM] | -5%

# (more compounds)
# Fields – HT1080NT lethal	ATXN2 expr inh	MCF10A rerep	IL-1B inflam inh	KB-3-1 cytotox	KB-V1 cytotox	S2 tox	HT1080 IDH1KD tx	SW480 rerep
O=S(=O)(NCC1CCC(NS(=O)(=O)c2c(F)cccc2F)CC1)c1ccc2c(c1)OCCO2 (stereo not drawn)
    .	0%	?	.	11%	12%	i	.	2%
O=C(NCC1CCCO1)C1CCC(=O)N1Cc1ccccc1Cl (stereo not drawn)
    -5%	-8%	-4%	13	11%	5%	i	5%	-6%[9.22 µM]
O=C(COc1ccc(F)cc1)Nc1ccccc1C(=O)OCc1cc(=O)n2ccsc2n1
    .	14%	.	.	5%	14%	i	.	.
CN(C)C(=O)CCc1ccc2c3c([nH]c2c1)[C@]1(C)[C@@H](C(=O)N2CCOCC2)C[C@H](CC(=O)NCC24CC5CC(CC(C5)C2)C4)C(=O)N1CC3
    -5%	9%	?	-16	20%	14%	i	-19%	?
COc1ccc(C(=O)COC(=O)c2ccc(-n3cnnn3)cc2)c(OC)c1
    9%	-8%	2%	-8	10%	18%	i	13%	?
c1ccc(CN2CCOCC2)cc1
    -3%	5%	8%	22	9%	10%	i	12%	?
COC(=O)c1ccc(OC)c(CSc2nnc(-c3ccc(C(C)(C)C)cc3)o2)c1
    -3%	-4%	?	-3	?	?	i	-3%	8%
CC(C)C(NC(=O)c1ccccc1F)C(=O)NCCCn1ccnc1 (stereo not drawn)
    15%	9%	-2%	-1	-4%	?	i	0%	-4%
O=C(Nc1ccn([C@H]2CC[C@@H](CO)O2)c(=O)n1)c1ccccc1
    4%	-11%	8%	0	-2%	-8%	i	3%	9%
O=C(Nc1ccc(Cl)c([N+](=O)[O-])c1)C(NCCCO)c1ccccc1 (stereo not drawn)
    -5%	-16%	?	-1	-10%	-10%	i	1%	-1%
CC(=O)C1=C(O)C(=O)N(c2nccs2)C1c1ccc(F)cc1 (stereo not drawn)
    1%	-10%	1%	31	5%	-4%	i	-6%	2%
COc1ccc(NC(=O)CCNS(=O)(=O)c2cccc3nonc23)c(OC)c1
    18%	-8%&3%	1%	4	14%&15%	-18%&6%	i	26%	-15%
CC(C)CNS(=O)(=O)c1ccc(C(=O)Nc2ccc3c(c2)OCCO3)cc1
    ?	32%[activator]	-3%	-9	-1%	?	i	-10%	-3%
COCCCn1c(C(=O)N2CC(C)OC(C)C2)cc2c(=O)n3cccc(C)c3nc21 (stereo not drawn)
    10%	-2%	0%	20	4%	0%	i	5%	11%
c1cncc(-c2nnc3sc(C4CCCCC4)nn23)c1
    7%	-6%	1%	-21	4%	-1%	?	4%	-2%
COCCNC(=O)c1cc2c(=O)n3cccc(C)c3nc2n(Cc2ccncc2)c1=N
    -11%	1%	76%	-5	11%	8%	.	-1%	4%
Cc1cccc(CSCCNC(=O)Nc2ccccc2)c1
    2%	2%	3%	-21	3%	-1%	i	1%	12%
COc1ccc(CN(Cc2cc3cccc(C)c3n3nnnc23)C(=O)N2CCOCC2)cc1
    0%	.	-1%	7	-2%	-18%	i	0%	?
Cc1ccccc1OCC(=O)NCCCNC(=O)c1ccccn1
    -7%	-26%	-8%	0	-2%	?	i	11%	10%
COc1ccc(C(=O)N2CCN(C(=O)c3cc(OC)c(OC)c(OC)c3)CC2)cc1
    9%	-17%	8%	0	6%	7%	i	8%	-6%
O=C(Nc1ccncc1)Nc1ccc(Br)cc1Cl
    -5%	-18%	7%	-94*	-2%	9%	i	-19%	-1%
Cn1cccc1CC(=O)N/N=C/C=C/c1ccco1
    -1%	10%	1%	-19	-5%	-5%	i	2%	2%
COc1ccc(C(=O)Nc2cc(C(C)C)c(O)c(S(=O)(=O)c3ccc(OC)cc3)c2C)cc1
    .	58%[activator]	.	.	-4%	?	?	.	.
CN(C)c1nc(-c2ccc([N+](=O)[O-])cc2)cs1
    2%	46%[activator]	26%	0	-16%	-1%	i	-5%	-4%
COc1ccc2c(c1)C(=O)N(c1ccccc1C)C(=O)C2(C)C
    3%	-16%[11.3 µM]	1%	7	-3%	-25%	i	4%	-14%
CC1(C)CC(=O)C(CO)=C(c2cccc3ccccc23)C1=O
    14%	6%	2%	4	2%	-4%	i	1%	-2%
CCc1cc(CNC(=O)c2ccc(OC3CCN(CCc4ccccc4)CC3)cc2)on1
    -17%	-17%	17%	-6	?	-20%	?	-16%	?
COC(=O)c1sccc1NC(=O)CC1C(=O)NCCN1C(=O)Nc1ccc(OCc2ccccc2)cc1 (stereo not drawn)
    -17%	.	.	-13	-1%	0%	i	-4%	.
COc1ccc(C2C(C(=O)c3cccs3)=C(O)C(=O)N2c2nncs2)cc1 (stereo not drawn)
    3%	9%	3%	7	25%	-2%	i	5%	-2%
Cc1cccc(C(=O)c2cccc(C)c2)c1
    0%	6%	-3%	14	1%	5%	i	-20%	-101%[inhibitor]
COc1ccc(CNC(=O)CCCN2C(=O)c3ccccc3C2=O)cc1
    11%	.	-1%	-1	-1%	17%	i	-7%	0%
COc1cc(CCC(=O)OCC(=O)N(CC(C)C)C2CCS(=O)(=O)C2)cc(OC)c1OC (stereo not drawn)
    -6%	-4%	11%	3	-2%	16%	i	-15%	?
Cc1ccc(-c2csc(NC(=O)c3cccc([N+](=O)[O-])c3)n2)cc1
    15%	-19%	?	-1	21%	-4%	i	-12%	-6%
CCOc1cccc(-c2csc(C3COc4ccccc4O3)n2)c1 (stereo not drawn)
    8%	20%	0%	6	-1%	-13%	i	-8%	1%
Cc1cccc(NC(=O)C2CCN(S(=O)(=O)c3cccc4nsnc34)CC2)c1
    -9%	-8%&-17%	0%	-10	0%&9%	-7%&-2%	i	-10%	-10%
COCCN(C(=O)COC(=O)c1cc(C)oc1C)c1c(N)n(Cc2ccccc2)c(=O)[nH]c1=O
    5%	9%	-1%	10	1%	-8%	i	9%	-9%
N#CC(C#N)=Cc1cc2ccccc2nc1N1CCCCC1
    -7%	5%	?	-104*	-1%	-13%	i	-4%	1%
CCOC(=O)c1c(C)oc2cc(Sc3ccccc3)c(O)c(O)c12
    -9%	.	8%	8	?	0%	i	-4%	6%
CC(C)(C(=O)N1CCC1(C)C(=O)NS(=O)(=O)c1ccccc1Cl)c1ccccc1 (stereo not drawn)
    17%	3%	.	24	0%	1%	i	4%	.
COC(=O)c1ccccc1NC(=O)NCCc1ccc(OC)c(OC)c1
    14%	-10%	2%	63	28%	?	i	-1%	-2%
O=C(CSc1ncn[nH]1)Nc1nc2c(F)c(F)c(F)cc2s1
    -2%	.	.	-7	8%	13%	i	-1%	.
CCOCCCn1cnc2c3cc(F)ccc3n(C)c2c1=O
    1%	.	-1%	-29	0%	-22%	i	1%	?
Cc1ncc(CSc2nccc(=O)[nH]2)c(CO)c1O
    -2%	.	-7%	1	0%	22%	i	0%	-57%[inhibitor]
CCOc1ccccc1CNCC1CCCO1 (stereo not drawn)
    7%	-8%	0%	6	-7%	-20%	?	-10%	-3%
Cc1ccc(C)c(Nc2nc3nonc3nc2N2CCOCC2)c1
    0%	-9%	-1%	-10	-16%	?	?	11%	0%
O=C(NC(=S)NCc1ccco1)c1ccccc1[N+](=O)[O-]
    0%	-5%	0%	16	9%	5%	i	-3%	-3%
Cc1ccc2nc(Cl)c(C3CC(c4cccs4)=NN3S(C)(=O)=O)cc2c1 (stereo not drawn)
    -1%	.	2%	-14	-4%	5%	i	3%	?
CCc1ccc(C(=O)Cn2ncc(Cl)c(Cl)c2=O)cc1
    15µM*	?	5.8µM*	-116*	7.3µM*	?	?	?	7.3µM*
